# Source: PubChem BioAssay
# STK33 inh: inhibitors of purified STK33 kinase, primary screen, biochemical, ADP-Glo luminescence, homogeneous, cell-free; MBP phosphorylation; hit rate 0.073% among 320,000; AID 2661, 2010; inhibition, % at 10 µM;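 active = inhibition at or above 25%, using the most active replicate where run in duplicate; inactive = inhibition below 25%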
# Target sequence (Q9BYT3 whole entry, looked up): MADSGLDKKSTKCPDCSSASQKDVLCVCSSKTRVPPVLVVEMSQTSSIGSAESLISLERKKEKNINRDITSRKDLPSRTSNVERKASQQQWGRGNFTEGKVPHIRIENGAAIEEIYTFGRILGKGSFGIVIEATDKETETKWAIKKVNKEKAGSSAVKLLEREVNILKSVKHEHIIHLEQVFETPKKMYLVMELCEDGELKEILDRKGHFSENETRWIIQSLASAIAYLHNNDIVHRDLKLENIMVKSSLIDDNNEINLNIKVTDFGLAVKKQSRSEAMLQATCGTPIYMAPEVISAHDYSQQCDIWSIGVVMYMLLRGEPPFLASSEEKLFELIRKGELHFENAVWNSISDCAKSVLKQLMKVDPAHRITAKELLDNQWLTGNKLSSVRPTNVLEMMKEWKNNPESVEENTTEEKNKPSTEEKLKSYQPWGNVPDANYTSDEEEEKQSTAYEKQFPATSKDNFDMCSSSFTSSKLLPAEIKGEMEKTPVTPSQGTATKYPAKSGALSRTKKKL
# KCNQ2 block: KCNQ2 potassium channel inhibitors, primary screen, cell-based, CHO-K1, FluxOR thallium flux, B-score (AID 2156); Potassium voltage-gated channel subfamily KQT member 2 (Rattus norvegicus), O88943; 20 min; active compounds read low; B-score at 10 µM; hit rate 1.1% among 310,000;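 active = fluorescence ratio B-score at most minus 3 library SDs, with starting brightness B-score within 2 library SDs, cut at about -5.5 in these data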
# Kir21 inh: inhibitors of mouse Kir2.1 inward-rectifier potassium channel | hit rate 0.85% among 310,000 | Inward rectifier potassium channel 2 (Mus musculus), P35561 | B-score at 10 µM | AID 1672, 2009 | HEK293-Kir2.1, FluxOR thallium flux fluorescence; active compounds read low;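 active = fluorescence ratio B-score at or below minus 3 SD of library scores, with starting-brightness B-score within 2 SD, cut at about -4.2 in these data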;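 note: channel flux triggered by added potassium and thallium sulfate stimulus; B-score of peak minus minimum fluorescence over baseline after thallium stimulus; more negative B-score means stronger Kir2.1 block with less thallium influx; some compounds called inactive have numbers as strong as hits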
# Target sequence (P35561 whole entry, looked up): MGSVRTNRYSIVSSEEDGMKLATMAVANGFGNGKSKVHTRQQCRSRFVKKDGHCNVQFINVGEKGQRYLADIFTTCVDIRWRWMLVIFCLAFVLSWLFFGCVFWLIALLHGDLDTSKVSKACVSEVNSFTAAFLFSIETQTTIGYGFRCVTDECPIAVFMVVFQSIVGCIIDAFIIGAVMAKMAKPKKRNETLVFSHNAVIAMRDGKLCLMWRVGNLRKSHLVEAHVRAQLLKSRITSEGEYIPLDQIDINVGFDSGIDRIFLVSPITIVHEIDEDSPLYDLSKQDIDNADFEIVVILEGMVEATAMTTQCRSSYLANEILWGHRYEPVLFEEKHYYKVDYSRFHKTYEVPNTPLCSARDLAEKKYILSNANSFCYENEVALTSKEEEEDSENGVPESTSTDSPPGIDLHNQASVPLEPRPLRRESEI
# The depositor's hits bear a star; i = inactive; . = no result given. Compounds as they come. About 1.9% of those tested had a hit in this group.
SMILES,STK33 inh,KCNQ2 block,Kir21 inh
O=C1N[C@@H](Cc2ccccc2)C(=O)N2[C@H]1C[C@]1(Br)c3ccccc3N(S(=O)(=O)c3ccc(F)cc3)[C@H]21,-0.1,i,-3.2
COc1ccc(C(=O)CCC(=O)N2CCN(c3ccc(C)cc3)C(C)C2)cc1 (stereo not given),-0.6,i,-0.83
CCOC(=O)N1C(=O)[C@](CC)(c2ccccc2)N1C(=O)OCC,-0.9,i,-1.2
O=C(CCC(=O)c1cccs1)NC1CCCCCC1,-0.2,i,-0.15
O=C(NCCc1nc2ccccc2[nH]1)c1ccc([N+](=O)[O-])cc1,-0.3,i,-0.55
CN(C)S(=O)(=O)N1CCC(Oc2cccc(C(=O)NCCC3=CCCCC3)c2)CC1,-1.8,i,-3.2
COc1cccc(C(=O)NCCS(=O)(=O)NCc2cccnc2)c1,-1.1,i,1.2
CC(C)c1nn2c(N)c(/C=C3\C=Nc4ccccc43)c(=O)nc2s1,-0.6,i,2.4
O=C(CCN1C(=O)C2C3CCC(C3)C2C1=O)OCC(=O)c1ccc(Cl)cc1 (stereo not given),-1.5,i,0.05
Cc1cc(OCC(=O)NNC(=S)NC(=O)c2ccc(Br)o2)ccc1Cl,-0.5,i,-0.63
CC(=O)Nc1ccc(S(=O)(=O)Nc2cccc(-n3c(C)nc4ccccc4c3=O)c2)cc1,-2.2,i,-1.7
Cc1cccc(/C(N)=N/OC(=O)c2ccc(Br)o2)c1,-1.5,i,0.53
CCC(=O)N1CCc2cc(Br)cc(S(=O)(=O)NCCCN(CC)Cc3ccccc3)c21,-1.9,i,0.12
COc1ccccc1N1CCN(C2CCCN(C(=O)CCC(=O)N(C)C)C2)CC1 (stereo not given),-0.4,i,0.45
CC(=O)N(C(C)=O)n1c(/C=C/c2ccc([N+](=O)[O-])cc2)nc2ccccc2c1=O,-1.6,i,0.99
Cc1cnc([N+](=O)[O-])n1CCOC(=O)NC(=O)c1ccccc1Cl,-0.6,i,1.6
COC(=O)CCCCCCCCCC[N+]1(C)CCCCC1,-3.4,i,-0.65
Cc1cc(F)ccc1S(=O)(=O)N1CCCOC1CNC(=O)C(=O)NCCc1ccccc1 (stereo not given),-1.9,i,-0.82
C/C(=N\NC(=O)COc1ccc(C(C)(C)C)cc1)c1ccc2c(c1)OCCO2,0.2,i,0.28
CC1(C)CC(=O)c2cc(NC(=O)c3ccccc3)c(=O)oc2C1,-0.1,i,-0.01
CC(=O)c1cccc(NC(=O)C(=O)c2cn(CC(=O)N3CCCCC3)c3ccccc23)c1,0.5,i,0.7
C/C(=N/NC(=O)CNC(=O)c1cccc(F)c1)c1ccc2c(c1)CCCC2,-0.5,i,-0.58
CN(C)S(=O)(=O)c1cccc(NC(=O)CSc2nncn2C)c1,-1.2,i,-1.7
Clc1cccc(CSc2ccc(-c3cccnc3)nn2)c1,1.4,i,1.8
CC(C)CCNC(=O)c1ccc2c(c1)N(Cc1ccccc1)C(=O)CS2=O (stereo not given),0.0,i,-0.74
COC(=O)c1ccccc1NC(=O)N1CSC[C@H]1C(=O)OC,-0.9,i,1.8
Cc1cccc(NC(=O)C2CCN(S(=O)(=O)c3c(C)c(C)cc(C)c3C)CC2)n1,-0.8,i,0.93
Cc1cc(-c2nn(-c3ccccc3F)cc2CN(C)CC(O)CO)c(C)s1 (stereo not given),-0.7,i,-1.9
COc1ccccc1CCC(=O)NCCCn1ccc2ccccc21,2.3,i,-2.5
CC(=O)Nc1cc(C(C)C)c(O)c(C(C)C)c1,-1.9,i,0.84
Cc1nc2sc(C(c3cccs3)N3CCC4(CC3)OCCO4)c(O)n2n1 (stereo not given),-1.2,i,-2.1
CCOC(=O)c1ccc(NC(=O)c2cn(-c3ccccc3)nc2-c2ccncc2)cc1,-0.2,i,0.03
CN(CC(=O)Nc1cc(S(=O)(=O)N2CCOCC2)ccc1Cl)C1CCS(=O)(=O)C1 (stereo not given),-0.8,i,-0.51
Cc1cccc(NC(=O)CSc2ccc(-c3ccco3)nn2)c1C,-0.8,i,0.64
CCc1c(C)c2cc(Cl)c(O)c(CN(C)C)c2oc1=O,-0.6,i,0.74
COC(=O)C(NC(=O)c1ccco1)(Nc1nc(C)cs1)C(F)(F)F (stereo not given),-0.8,i,-1.2
C/C(=N\n1cnnc1)c1ccccc1,-1.8,i,0.38
COc1cc(C(=O)NNC(=S)NC(=O)c2ccc3c(c2)OCO3)cc(OC)c1OC,0.2,i,1.2
CCOc1ncccc1C(=O)NCC1COc2ccccc2O1 (stereo not given),5.6,i,-0.63
CCOC(=O)C1=C(COC(=O)C2(C)CC2(Cl)Cl)NC(=O)NC1c1ccc(OC)cc1 (stereo not given),-1.4,i,-0.01
COc1cccc(C(=O)Nc2ccc3c(c2)CCCN3C(=O)c2cccs2)c1OC,0.7,i,0.06
COc1cc(C(=O)OCC(=O)NC(=O)NC2CCCCC2)cc(Cl)c1OC,-0.6,i,0.82
COc1ccccc1OCC(=O)NNC(=O)c1c(-c2ccccc2Cl)noc1C,0.5,i,-0.01
Cc1cc(C)c(NC(=S)N(CCCN2CCOCC2)Cc2cccnc2)c(C)c1,-2.6,i,1.1
Cc1nn(Cc2ccccc2)c(C)c1/C=N/NC(=O)c1ccncc1,-4.1,i,1.3
Cc1cc(C)c2sc(N(CCN(C)C)C(=O)c3c(F)cccc3F)nc2c1,-1.5,i,1.9
CC(C)(CN1CCOCC1)NS(=O)(=O)c1ccccc1,-3.2,i,-0.55
CCN(CC)C(=O)C1=C(C)NC(=S)NC1c1cccs1 (stereo not given),-3.6,i,0.48
CCOC(=O)c1ccccc1NC(=O)COC(=O)c1ccc(C)c(S(=O)(=O)N2CCOCC2)c1,-0.9,i,-0.55
CCOC(=O)c1ccc(Nc2ncccc2[N+](=O)[O-])cc1,-1.7,i,-0.91
# (continued)
SMILES,STK33 inh,KCNQ2 block,Kir21 inh
O=C(CCSc1ccccc1)NCCSc1ccccn1,4.3,i,-1.4
Cc1ccc2[nH]c(=O)c(CN(Cc3ccco3)C(=O)c3cccs3)cc2c1,.,i,0.61
O=C(NCC(c1ccco1)N1CCCCC1)c1cccc(S(=O)(=O)Nc2ccccc2Cl)c1 (stereo not given),0.3,i,-2.9
CCOC(=O)CNC(=O)N1CCCC(Cc2ccccc2)(C(=O)OCC)C1 (stereo not given),-0.5,i,2.3
CC(C(=O)NC1CCCC1)N(C(=O)CS(=O)CC(=O)Nc1ccc(F)cc1)c1ccc2c(c1)OCCO2 (stereo not given),-1.1,i,0.07
Cc1oc(-c2ccccc2F)nc1CS(=O)CC(=O)NC1CCCC1 (stereo not given),-0.9,i,0.52
CCOC(=O)C1CCN(C(=S)NC2CCCC2)CC1,-1.4,i,0.24
Cc1cc(C)cc(NC(=O)CCCCCN2C(=O)[C@@H]3Cc4ccccc4CN3C2=O)c1,-0.5,i,-0.08
CN(C(=O)c1cccc(N2C(=O)C3C4C=CC(C4)C3C2=O)c1)C1CCCCC1 (stereo not given),-1.5,i,0.39
COCC(=O)NC1(c2nnnn2CCOC(=O)Nc2ccc(Cl)cc2)CCCCC1,-0.9,i,-0.14

# Shown with two lines to a compound: part of the list above
# Second line of a record: STK33 inh	KCNQ2 block	Kir21 inh
O=C(NCC(c1ccco1)N1CCCCC1)c1cccc(S(=O)(=O)Nc2ccccc2Cl)c1 (stereo not given)
    0.3	i	-2.9
CCOC(=O)CNC(=O)N1CCCC(Cc2ccccc2)(C(=O)OCC)C1 (stereo not given)
    -0.5	i	2.3
CC(C(=O)NC1CCCC1)N(C(=O)CS(=O)CC(=O)Nc1ccc(F)cc1)c1ccc2c(c1)OCCO2 (stereo not given)
    -1.1	i	0.07
Cc1oc(-c2ccccc2F)nc1CS(=O)CC(=O)NC1CCCC1 (stereo not given)
    -0.9	i	0.52
CCOC(=O)C1CCN(C(=S)NC2CCCC2)CC1
    -1.4	i	0.24
Cc1cc(C)cc(NC(=O)CCCCCN2C(=O)[C@@H]3Cc4ccccc4CN3C2=O)c1
    -0.5	i	-0.08

# Later entries
SMILES,STK33 inh,KCNQ2 block,Kir21 inh
CC(=O)Nc1ccc(NC(=O)CN2C(=O)COc3ccc(S(=O)(=O)N4CCCCC4)cc32)cc1,-0.5,i,-0.76
O=C(CCn1nc(-c2ccccc2)ccc1=O)N1CCN(c2ccccn2)CC1,3.3,i,-1.1
COc1ccc(NC(=O)c2ccc3c(c2)OCO3)cc1,-1.4,i,-0.01
CCOc1cc(/C=N/NC(=O)CSc2nncn2C)ccc1OCC(N)=O,-0.5,i,0.61
O=C(O)c1cccc(N2C(=O)Nc3ccccc3N2O)c1,0.5,i,-0.48
Cc1cc(-c2nnco2)c(C)n1-c1ccc(F)cc1,-0.9,i,0.77
O=[N+]([O-])c1cccc(/C(=N/N=C/c2ccccc2Br)C23CN4CN(CN(C4)C2)C3)c1,-0.2,i,3.2
CC(C)CNS(=O)(=O)c1cc(C(=O)N2CCOCC2)c(Cl)cc1Cl,-0.6,i,-0.13
C=CCN(CC=C)C(=S)Nc1ccc2nsnc2c1,-0.1,i,1.8
O=C(NCCCN1CCCC1=O)c1ccc(Cl)c(Cl)c1,-1.7,i,0.6
CCC(C)[C@H](NC(=O)N1CC(=O)Nc2ccccc21)C(=O)NC(C)CCc1ccccc1 (stereo not given in full),-2.0,i,-1.2
CC(=O)Nc1ccc(NC(=O)CN2CCN(c3cccc(C(F)(F)F)c3)CC2)cc1,-0.1,i,-0.5
COc1ccc2c(Cl)c(C(=O)N/N=C/c3ccncc3)sc2c1,1.0,i,-1.2
CCC1CCCCN1C(=O)c1c(-c2ccccc2)noc1C (stereo not given),-0.5,i,0.75
Cc1ccc(C(=O)O)cc1-c1ccc(/C=C2\SC(=O)N(CC(=O)Nc3ccc4c(c3)OCO4)C2=O)o1,-0.6,i,-0.07
O=C1N(Cc2cccnc2)C[C@@H]2C[C@@H](c3cccc(OC4CCCC4)c3)N3CCC[C@@]123,-0.9,i,-0.82
Oc1ccccc1N1CCN(c2ncnc3scc(-c4ccccc4)c23)CC1,0.0,i,-0.75
Cc1cc(C(=O)NNS(=O)(=O)c2cccc(Cl)c2)nn1C(C)(C)C,-2.2,i,-0.11
Cc1ccc(NC(=O)CNC(=O)c2cccs2)cc1S(=O)(=O)Nc1ccc(Cl)cc1,-0.2,i,0.55
COc1ccc(C(=O)Nc2cc(C)nn2-c2cccc(F)c2)cc1OC,-1.7,i,0.17

# Reprinted at random: four entries already listed, in no set order.
SMILES,STK33 inh,KCNQ2 block,Kir21 inh
Cc1ccc(C(=O)O)cc1-c1ccc(/C=C2\SC(=O)N(CC(=O)Nc3ccc4c(c3)OCO4)C2=O)o1,-0.6,i,-0.07
COc1ccc(C(=O)Nc2cc(C)nn2-c2cccc(F)c2)cc1OC,-1.7,i,0.17
O=C1N(Cc2cccnc2)C[C@@H]2C[C@@H](c3cccc(OC4CCCC4)c3)N3CCC[C@@]123,-0.9,i,-0.82
COc1ccc2c(Cl)c(C(=O)N/N=C/c3ccncc3)sc2c1,1.0,i,-1.2

# Later entries:
SMILES,STK33 inh,KCNQ2 block,Kir21 inh
COCCn1c(C)cc(/C=N/NC(=O)c2cccnc2)c1C,0.5,i,1.1
O=C(NCCc1ccccc1)C(=O)NCCC1CCCCN1S(=O)(=O)c1ccccc1 (stereo not given),-3.1,i,-1.5
CCCCN1C(=O)C2C(c3ccc(OC)cc3O)NC(CC(C)C)(C(=O)O)C2C1=O (stereo not given),-3.4,i,-0.02
Cc1ccc2nc(NC(=S)NC(=O)c3cccs3)sc2c1,-1.1,i,-1.3
CC(C)(C)n1nnnc1C(c1cccnc1)N1CCN(C2CCCCC2)CC1 (stereo not given),-0.4,i,-2.7
Cc1ccc2nc(SCC(=O)Nc3ccc4c(c3)OCO4)nc(=O)n2c1,-0.4,i,0.41
CCOC(=O)C1=C(C)Nc2ccccc2N=C1NC(=O)C(c1ccccc1)c1ccccc1,-0.3,i,-2
CCc1nccn1CCC(=O)NC1CC(C)(C)Cc2c1cnn2-c1ccc(OC)cc1 (stereo not given),-1.4,i,-0.01
COc1ccc(-c2noc(CN3CCN(C(=O)c4cccs4)CC3)n2)c(OC)c1OC,-1.9,i,1.3
Cc1ccc(-c2c(C)sc(=NC(=O)c3ccco3)n2C)cc1,-0.9,i,-0.77
O=C(c1cc(COc2ccc(F)c(F)c2)on1)N1CCSCC1,-1.1,i,-0.26
CC(=O)c1ccc(NC(=O)COC(=O)CCc2ccc(S(=O)(=O)N3CCOCC3)cc2)cc1,-0.5,i,1.1
CN(c1nc2c(c(=O)n(C)c(=O)n2C)n1CC(=O)c1ccccc1)C1CCCCC1,-1.9,i,2.4
COC(=O)Cn1cc(C#N)c2ccccc21,-1.0,i,-0.07
CC(=O)N1N=C(c2ccc(C)cc2)OC1c1cccnc1 (stereo not given),-1.4,i,1.2
Cc1cc(C(=O)OC(C(=O)Nc2cccc(C(F)(F)F)c2)c2ccccc2)c(C)o1 (stereo not given),0.4,-5.8*,1.6
COC(=O)c1ccc(OCCOc2ccccc2C)cc1,-0.7,i,-0.02
COc1cnn(-c2ccc(C)cc2)c(=O)c1Cl,-1.4,i,-2.2
COc1ccccc1-c1ccc(/C=C2/C=C(CC(C)C)OC2=O)o1,2.7,i,0
COc1ccc(NC(=O)C2C3C=CC4(O3)C2C(=O)N(CCN2CCCCC2C)C4C(=O)NC2CCCC(C)C2C)cc1 (stereo not given),1.4,i,-0.42
O=C1CS/C(=N/N=C/c2ccccc2)N1Cc1ccco1,-2.3,i,-2.5
Cn1c(=O)[nH]c(=O)c2c1nc(NCc1ccco1)n2Cc1ccccc1Cl,0.4,i,0.39
CCNC(=S)N(CCN(C)C)Cc1cc2cc3c(cc2[nH]c1=O)OCO3,-0.8,i,-0.13
